TDP2 absorb: blocks human TDP2 phosphodiesterase activity; O95551; recombinant TDP2, T5PNP hydrolysis, p-nitrophenol absorbance 415 nm; inhibition, % at 12.8 µM; 0.34% of 370,000 active;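 active means inhibition above the mean of all tested compounds plus 3 SD, set per campaign, cut at about 25% in these data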;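 further: 0% = DMSO with enzyme and 100% = buffer with substrate but no TDP2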
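System – recombinant human TDP2 · Amount – 120 nM TDP2 per well · Buffer or medium – Mg2+-containing Tris-HCl buffer, pH 7.5 · Reagent – T5PNP substrate, 5 mM · Dosing – 12.8 µM single point, 1% DMSO · Incubation – 2 h at 37 °C · Measured by – epi absorbance · Read-out basis – percent inhibition · Benchmarks – high control without enzyme, low control DMSO plus TDP2 · Repeats – singlicate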
KLK7 zymogen act: proKLK7 (human) activation, primary screen. P49862. purified proKLK7, EDANS-DABCYL substrate fluorescence; 100% is mature enzyme control, 0% vehicle. activation, % at 7 µM. 0.9% of 370,000 active;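 active means activation above the mean of all tested compounds plus 3 SD, computed per campaign excluding outliers beyond control limits, cut at about 13% in these data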
DDE Tn6 FP inh: disrupts Tn6 cyclic peptide binding to fibrin D-Dimer-E complex | Fibrin DD(E) TRITC-Tn6 fluorescence polarization displacement | P02675 | 0.21% of 370,000 active | inhibition, % at 8.3 µM;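 active means inhibition above a per-campaign cutoff: mean of compounds within control limits plus 3 SD, cut at about 15% in these data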;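 further: 0% = median of all compound wells on the plate and 100% = blocking peptide control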
Target sequence (P02675 whole entry, looked up): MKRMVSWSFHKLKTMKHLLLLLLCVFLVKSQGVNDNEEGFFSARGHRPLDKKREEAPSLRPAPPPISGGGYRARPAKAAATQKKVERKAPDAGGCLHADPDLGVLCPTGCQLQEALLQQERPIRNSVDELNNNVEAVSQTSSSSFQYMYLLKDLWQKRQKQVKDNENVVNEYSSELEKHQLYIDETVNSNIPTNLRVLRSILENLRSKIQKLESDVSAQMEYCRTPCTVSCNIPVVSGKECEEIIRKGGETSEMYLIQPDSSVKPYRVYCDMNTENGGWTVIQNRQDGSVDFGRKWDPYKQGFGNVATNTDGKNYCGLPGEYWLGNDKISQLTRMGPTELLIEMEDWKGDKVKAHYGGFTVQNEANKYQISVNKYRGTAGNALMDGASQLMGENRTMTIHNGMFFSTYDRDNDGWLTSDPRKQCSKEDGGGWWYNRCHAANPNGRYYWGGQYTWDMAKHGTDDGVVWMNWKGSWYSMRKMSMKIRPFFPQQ
ASAP1 GAP inh: blocks human ASAP1-stimulated Arf1 GTP hydrolysis; Q9ULH1; GDP FP detection; inhibition, % at 16.5 µM; 0.19% of 360,000 active; AID 624377; in the data active means inhibition above about 25%;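 further: 0% = vehicle with enzyme and substrate and 100% = no enzyme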
LEDGF integ inh: blocks HIV-1 LEDGF/p75-dependent DNA integration. TR-FRET IN-LEDGF/p75 DNA integration, Eu/Cy5. inhibition, % at 3.7 µM. 0.64% of 370,000 active;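 active means inhibition above the screen-wide mean plus 3 SD, cut at about 13% in these data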;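 further: signal is the Cy5 over europium emission ratio at 671 and 618 nm; 0% = plate median of compound wells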
Tn7 DDE FP: DD(E)-Tn7 binding inhibition, primary FP screen; P02675; 0.13% of 370,000 active; inhibition, % at 8.3 µM; FP displacement of FITC-Tn7 peptide from fibrin DD(E); 0% = median of compound wells per plate; AID 720508;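 active means inhibition above the mean of compounds falling within the control limits plus 3 SD of them, cut at about 14% in these data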;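 further: 0% = plate median of compound wells and 100% = 10 µM Aha-Tn7 peptide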
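Also added: labelled Tn7 tracer, 0.1 µM; Assay system: human fibrin DD(E) protein; Amount: 2 µM fibrin DD(E); Schedule: 10 min compound pre-incubation, 3 h probe incubation at room temperature; Repeats: one replicate per compound; Read-out basis: percent inhibition; Measured by: fluorescence polarization of the labelled Tn7 tracer.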
ADAM10 inh: inhibits human ADAM10; inhibition, % at 7 µM; recombinant ADAM10, EDANS/DABCYL FRET peptide cleavage, 3 h; AID 720582; 0.62% of 370,000 active;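 active means inhibition above a per-campaign cutoff equal to the mean of compounds falling between control-based bounds plus 3 SD, cut at about 20% in these data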;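 further: 0% = DMSO wells while the 100% control is not disclosed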
ARFGAP1 inhibitor: inhibitors of rat ARFGAP1. Q62848. Arfgap1-stimulated ARF1 GTP hydrolysis, GDP FP detection. inhibition, % at 16.5 µM. 0.26% of 360,000 active. AID 651572;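 active means inhibition above a per-plate limit, mean inhibition of low control wells plus 3 SD, cut at about 25% in these data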;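 further: 0% = DMSO wells with enzyme and 100% = wells lacking Arfgap1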
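Material: truncated rat Arfgap1 GAP domain; Incubation: compound-enzyme preincubation 20 min, reaction 120 min, detection 60 min, 25 °C; Read-out: percent inhibition of Arfgap1-stimulated GTP hydrolysis; Technique: FP, GDP Alexa 633 tracer displaced from anti-GDP antibody, 620/688 nm; Controls: No-Arfgap1 wells (100%) versus DMSO full-reaction wells (0%); Replication: single well per compound.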
PLCg1 inh: PLC-gamma1 (human) inhibition, primary screen; 0.84% of 370,000 active; P19174; AID 720700; inhibition, % at 12.2 µM; purified PLC-gamma1, fluorogenic substrate, fluorescence; in the data active means inhibition above about 9.5%
ADAM17 inh: ADAM17 inhibition, QFRET primary screen; P78536; recombinant ADAM17, EDANS/DABCYL FRET peptide cleavage; inhibition, % at 6.95 µM; 0.83% of 370,000 active; AID 720648;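 active means inhibition above the mean of compounds lying between control limits plus 3 SD, set per campaign, cut at about 8.5% in these data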;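 further: 0% = DMSO-only wells as the low control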
Target sequence (P78536 215-824 limits assumed): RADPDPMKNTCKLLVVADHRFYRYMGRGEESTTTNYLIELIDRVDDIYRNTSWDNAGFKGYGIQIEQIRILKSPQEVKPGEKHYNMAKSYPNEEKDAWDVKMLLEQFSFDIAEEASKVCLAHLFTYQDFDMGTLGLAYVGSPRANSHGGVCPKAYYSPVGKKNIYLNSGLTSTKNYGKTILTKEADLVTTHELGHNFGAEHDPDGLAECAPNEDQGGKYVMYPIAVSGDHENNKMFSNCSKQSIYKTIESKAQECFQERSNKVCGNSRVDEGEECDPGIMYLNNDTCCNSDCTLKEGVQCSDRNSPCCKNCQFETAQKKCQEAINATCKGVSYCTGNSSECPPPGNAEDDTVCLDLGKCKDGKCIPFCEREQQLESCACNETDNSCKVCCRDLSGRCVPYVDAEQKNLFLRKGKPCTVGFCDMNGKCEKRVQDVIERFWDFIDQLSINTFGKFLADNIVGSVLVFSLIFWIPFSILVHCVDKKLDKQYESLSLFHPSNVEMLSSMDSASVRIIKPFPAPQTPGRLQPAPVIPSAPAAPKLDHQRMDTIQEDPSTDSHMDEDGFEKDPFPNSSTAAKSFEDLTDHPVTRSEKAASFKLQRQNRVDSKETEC
Numbers without * were called inactive; i = inactive; . = not tested or not shown. Rows were taken by chance (roughly 4.2% active in at least one column).

Compound	TDP2 absorb	KLK7 zymogen act	DDE Tn6 FP inh	ASAP1 GAP inh	LEDGF integ inh	Tn7 DDE FP	ADAM10 inh	ARFGAP1 inhibitor	PLCg1 inh	ADAM17 inh
CCCCSc1nc2ccccc2n1CC(=O)O	1	0.4	7	2	1	-3	-4	-9	-2	-3
Clc1ccccc1CSc1nnc(-c2cccnc2)n1Cc1ccco1	-5	-0.2	2	-5	-1	9	1	2	0	-1
COc1cccc(NC(=O)COC(=O)CCC2CCCC2)c1	-3	-0.1	7	-4	4	0	5	10	-5	-1
CCOC(=O)c1cc2cc(OCc3ccccc3)ccc2nc1C	8	-3.4	0	-10	-1	-1	-24	-2	-1	-10
COc1ccc(Nc2nc(C)nc3c2nnn3Cc2ccccc2Cl)c(OC)c1	9	0.3	0	9	3	1	-9	-7	-11	-4
COC(=O)C=C1CCC2C3CCC4=CC(=O)CCC4(C)C3C(=O)CC12C (configuration not stated)	3	-0.2	-2	6	-2	-1	-8	2	-1	-2
CC(=O)Nc1cccc(/C(C)=N/NC(=O)c2cccc(S(=O)(=O)N3CCOCC3)c2)c1	-14	0.2	14	-10	-3	1	4	-11	0	-5
COc1ccc(NC(=O)CCc2nc(-c3ccccc3F)no2)cc1	-1	0.0	4	11	3	8	5	10	2	0
Cc1ccccc1-c1cc2nc(Oc3cccc(F)c3)n(C)c(=O)c2s1	-10	0.3	-3	6	1	-4	1	-5	0	1
Cc1cc(C)nc(N/N=C/c2ccccc2Cl)n1	-10	0.5	2	-7	5	-8	6	6	3	-1
O=C(Nn1cc(C(=O)Nc2ccc(F)cc2F)c2ccccc2c1=O)c1cnccn1	4	-0.2	-1	16	0	-3	0	3	0	-5
Fc1ccc(N2CCN(c3nc(CN4CCOCC4)nc4scc(-c5ccccc5)c34)CC2)cc1	3	-0.7	0	10	-1	4	6	7	-3	3
COC(=O)c1cc(S(=O)(=O)NCC2CCN(CCc3ccc(OC)cc3)CC2)c[nH]1	-10	0.3	0	0	0	-2	3	0	-3	2
CC(C)c1ccc(N(CC(=O)N2CCN(Cc3ccccc3)CC2)S(C)(=O)=O)cc1	-9	0.8	-5	11	-3	-4	-1	0	-1	2
Cc1cc(C(=O)N/N=C/c2ccc(OCc3ccccc3)cc2)c(C)o1	-4	-0.8	7	4	-1	4	12	-7	1	5
COc1cccc(C(=O)/C=C/Nc2ccc(NC(C)=O)cc2)c1	3	0.7	2	1	0	1	3	3	-61	0
CCC(CO)NC(=O)c1ccccc1C(F)(F)F (configuration not stated)	21	0.4	1	-2	-1	-5	-7	8	0	-4
O=C(NN=C1CCCCCC1)c1cccnc1	-4	-0.8	-1	7	2	-4	7	13	0	-1
Clc1cc(Br)ccc1OCCCn1ccnc1	-10	0.2	6	8	3	-5	5	1	5	1
CCCCc1c(O)cc(C)[nH]c1=O	9	0.5	-2	0	-2	7	-10	15	-18	-1
CCNC(=O)CSc1nnc(-c2ccccc2Br)n1-c1cccc(C(F)(F)F)c1	-7	-0.7	0	9	5	5	2	-1	0	-5
Cc1[nH]n(-c2ccccc2)c(=O)c1S(=O)(=O)c1ccccc1	49*	0.1	5	4	-1	1	0	2	2	0
CC(C)=C1C2CCC1C1C(=O)N(NC(=O)COc3ccc(Cl)c(C)c3)C(=O)C21 (configuration not stated)	-14	0.2	-2	-14	1	5	15	10	9	8
O=C(c1nc2ccc(Cl)cn2c1CN1CCC(CO)CC1)N1CCc2ccccc2C1	-14	-0.6	-2	0	-4	-3	-18	-2	-2	-5
COc1ccc(Sc2cccc3c2S(=O)(=O)N(C2CC2)C[C@@H](COCc2ccccc2)O3)cc1OC	3	-0.1	-5	3	2	-8	9	5	-1	4
CCCCNc1c(-c2ccc(OC)c(SC3CCCCC3)c2)nc2cc(C)ccn12	3	-135	1	10	-2	-6	-178	-1	i	-63
CC1C(=O)N(Cc2cn(Cc3ccco3)nn2)CCS(=O)(=O)N1Cc1ccc(-c2ccc(Cl)c(Cl)c2)cc1 (configuration not stated)	6	0.7	6	-8	-1	6	-4	-3	1	-3
COc1ccccc1C/C(N)=N/OC(=O)COc1ccc(C)cc1	11	-0.3	6	7	-2	-2	8	-4	-1	-1
CC1(C(=O)NS(=O)(=O)c2cccc(Cl)c2)CCN1C(=O)Cc1cccs1 (configuration not stated)	3	-0.9	-1	-3	-2	0	-29	-4	4	0
CC(C)=CCN1CCN(CCCc2ccccc2)CC1CCO (configuration not stated)	6	-0.1	-5	-21	-4	2	-6	-10	-1	-4
CC1CCCN(S(=O)(=O)c2cc(C(=O)NCCc3ccc(S(N)(=O)=O)cc3)ccc2Cl)C1 (configuration not stated)	-5	0.0	-3	3	-8	-5	-7	3	3	4
Nc1sc(Cc2ccccc2)cc1C(=O)c1c(-c2ccccc2)[nH]c2ccccc12	11	-3.0	-4	4	-2	-2	-222	3	-69	-9
CN1CCN(S(=O)(=O)c2ccc(Cl)s2)CC1	5	0.6	6	8	1	-4	-14	6	-1	-3
CN(C)S(=O)(=O)c1ccc(N2CCCC2)c(C(=O)Nc2nc3c(ccc4ccccc43)s2)c1	-12	-0.4	0	6	-1	8	-15	0	-20	-5
CCOC(=O)C1(Cc2ccccc2)CCN(Cc2cn(C(C)=O)c3ccccc23)CC1	-1	0.6	-2	.	-1	6	-5	.	0	0
C=C1C(=O)OC2C1CCC(C)C1C=CC(=O)C12C (configuration not stated)	8	0.0	-2	3	7	-2	-1	9	-2	-2
CC(C)(C)c1cc(C(=O)O)n(Cc2ccc(Cl)cc2Cl)n1	-9	0.3	0	7	1	0	3	-6	-2	-1
CCNC(=O)COC(=O)c1ccc(NS(=O)(=O)c2ccc3c(c2)OCCO3)cc1	-12	0.1	0	13	6	0	-4	-8	6	2
Cc1cc(C)c2nc(N3CCC(C(=O)NCc4ccccn4)CC3)sc2c1	2	-0.2	8	-11	-4	9	1	-10	-4	-2
Cc1ccc(S(=O)(=O)NCCNC(=O)CN2CCCC2)cc1	-6	0.2	0	6	1	-11	5	-3	6	1

An excerpt from above with just ADAM10 inh.
SMILES | ADAM10 inh
CC1CCCN(S(=O)(=O)c2cc(C(=O)NCCc3ccc(S(N)(=O)=O)cc3)ccc2Cl)C1 (configuration not stated) | -7
Nc1sc(Cc2ccccc2)cc1C(=O)c1c(-c2ccccc2)[nH]c2ccccc12 | -222

The results go on:
Compound	TDP2 absorb	KLK7 zymogen act	DDE Tn6 FP inh	ASAP1 GAP inh	LEDGF integ inh	Tn7 DDE FP	ADAM10 inh	ARFGAP1 inhibitor	PLCg1 inh	ADAM17 inh
CCOC(=O)C(=CNc1ccc(C(F)(F)F)cc1)C(=O)OCC	-15	0.0	-2	-9	-4	9	-5	10	1	-3
COc1cc(OC)cc(C(=O)Nc2ccn(C)n2)c1	-11	0.1	7	4	1	-4	4	-6	1	0
O=C(O)c1ccc(OCCOc2ccccc2)cc1	16	0.0	-1	1	-2	0	-6	-10	-1	-1
NC(=O)C1=C[C@H](C2CCCCC2)C[C@H](OCc2ccc(CO)cc2)O1	-18	0.3	0	-11	1	0	20*	-4	4	8.9*
CCN(CC)c1ccc(C(NC(=O)C(C)C)c2ccc3cccnc3c2O)cc1 (configuration not stated)	-1	1.7	1	3	-5	5	5	-3	-8	0
CCCNC(=O)Cn1c(=O)n(CC(=O)N2CCCCC2)c(=O)c2sccc21	9	-0.4	3	-15	-1	-1	-2	-4	0	0
CC1Cc2ccccc2N1C(=S)NC(=O)c1ccc(Cl)cc1Cl (configuration not stated)	7	-0.3	1	-6	5	6	2	1	3	-1
O=C(Cc1ccccc1)Nc1nnc(-c2ccco2)o1	-7	-0.4	-3	-1	-5	1	-4	5	1	-6
Cc1nnc(N/N=C/c2ccccc2C(F)(F)F)n1N	52*	-0.1	-5	-6	45*	0	1	1	5	-2
Cc1sc(N/N=C/c2cccs2)nc1-c1ccccc1	2	-4.9	1	-3	-2	6	-18	7	-26	-4
CCc1ccc(NC(=O)CCc2nc3cccnc3n2Cc2ccc(OC)cc2)cc1	-1	0.6	0	-4	-1	-1	-1	6	0	-7
CCCCN1C(=O)Nc2ccccc2S1(=O)=O	-5	-0.1	5	5	-1	-2	2	12	1	-1
COc1ccc(N2CCN(c3ccc(N4C(=O)CC(C)C4=O)cc3[N+](=O)[O-])CC2)cc1 (configuration not stated)	-8	0.2	2	-5	1	1	2	-2	0	-4
C(=N\Nc1nc2ccccc2s1)/c1cccs1	-1	-0.3	-5	19	1	4	1	6	-29	1
Brc1cnc2nc(SC/C=C/c3ccccc3)[nH]c2c1	-3	0.2	-7	7	37*	-4	3	4	2	-2
C[C@@H]1C=CCCO[C@]12C(=O)N(Cc1ccc(Br)cc1)c1cccc(Br)c12	5	1.0	-3	-11	-1	6	-1	-7	3	-1
COC(=O)CNC(=O)CNC(=O)c1nn(-c2ccc(OC)c(OC)c2)c(=O)c2ccccc12	9	-0.8	9	2	-1	-1	-11	4	-2	-2
Clc1ccc(OCc2nc3ccccc3[nH]2)cc1	-3	0.8	0	-9	-5	0	5	2	1	3
COCc1cc(C)nc(Nc2cc(C)ccc2C)c1C#N	4	-0.3	13	8	0	-12	-8	8	-9	-6
COc1ccc(N(CC(=O)N/N=C/c2ccc(OC)cc2OC)S(=O)(=O)c2ccccc2)cc1	-4	0.9	2	-4	3	8	-1	-5	7	2
CCCCC[C@@H](C)N1C[C@H](COCc2ccccc2)Oc2cc(N3CCC[C@H]3COC)ccc2S1(=O)=O	-5	-0.3	0	-8	-1	9	-7	-12	0	-5
OCC1(CCOc2ccccc2)CCN(Cc2ccccc2C(F)(F)F)CC1	-8	0.6	-1	3	2	1	14	6	1	1
COCCNC(=O)CC(NS(=O)(=O)c1ccc(C)cc1)c1ccco1 (configuration not stated)	2	0.4	-9	-1	0	-2	2	2	4	0
CCOC(=O)c1[nH]c2ccccc2c1NC(=S)Nc1cc(C)ccc1C	-7	-1.5	0	11	1	-8	-13	0	-11	-3
COc1cc(C(O)c2nc(-c3ccccc3OC)cs2)ccc1F (configuration not stated)	1	0.0	11	-8	1	0	7	12	2	3
COc1ccccc1NC(=O)C(C)OC(=O)CCNS(=O)(=O)c1cccc(C(F)(F)F)c1 (configuration not stated)	-1	-0.1	-6	6	3	-4	-3	13	1	0
